Fluorescein autfl: fluorescein region autofluorescence | Compound autofluorescence, 480/540 nm, fluorescein-equivalent; stronger effect = higher value | AID 593 | max fluorescein-equivalent concentration, M | 59,000 tested, 0.91% active; in the data active = max fluorescein-equivalent concentration above about 10 nM; inconclusive = between about 1.1 nM and that limit
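Autofluorescence profiling; 100 mM Tris, pH 8.0; incubation 15 min at RT; ex/em 480/540 nm; result as fluorescein-equivalent concentration.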
Tau fil binding: binders of human tau filaments. 71,000 tested, 2% active. recombinant tau filaments, thioflavin S fluorescence, 15 h; filaments grown with octadecylsulfate alongside compound. Potency, µM (top dose mostly 57.1 µM), inactives show at the highest dose activity change, negative = inhibition;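 note: potency is the fitted concentration of half-maximal effect; % is set by controls: 0 for no effect and ±100 for the full control effect; actives lower thioflavin S fluorescence by blocking filaments or displacing dye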
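Recombinant tau protein (human, 1 uM final) plus 30 uM ODS in HEPES pH 7.4 with NaCl, DTT and thioflavine S. Compound present from the start; fluorescence at 510 nm after 15 h, 37 C.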
Caspase-7 inhib: caspase-7 (human) inhibition, allosteric or competitive; AID 889; 75,000 tested, 0.02% active; P55210; recombinant caspase-7, Ac-DEVD-AFC fluorescence rate; Potency, µM (doses to about 57.5 µM), inactives show at the highest dose activity change, negative = inhibition, most hits filed as inhibitors; active = well fitted inhibition curve with a large enough effect in the main read-out, with a control signal flat, not every such curve was filed as active; inconclusive = small, poorly fitted or top-dose-only effect, or a change in a side signal; note: potency is the fitted concentration of half-maximal effect; % of control where 0% means no effect
ERK AVP block: vasopressin-driven ERK pathway inhibition | HEK293-V1b, vasopressin-stimulated pERK AlphaScreen | 72,000 tested, 0.99% active | AID 995 | Potency, µM (series often up to 57.5 µM), without a hit: at the highest dose activity, negative = inhibition, actives largely listed as inhibitors; note: potency is the fitted concentration of half-maximal effect; % is set by controls: 0 for no effect and ±100 for the full control effect; nearly all actives have a fitted effect of over 55% in size
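HEK293 cells stably expressing V1b receptor, preincubated 30 min at 37 °C with compound, then stimulated 5 min with 25 nM vasopressin. Phospho-ERK by AlphaScreen SureFire after 5 h RT; normalized to DMSO and vasopressin; AC50 by Hill fit.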
Luciferase inh: firefly luciferase inhibition; Potency, µM (doses to about 57.1 µM), for inactives: at the top dose activity change, negative = inhibition, usual class: inhibitors; purified firefly luciferase, luminescence, 8 min; 72,000 tested, 2.2% active; note: potency is the fitted concentration of half-maximal effect; % is set by controls: 0 for no effect and ±100 for the full control effect; nearly all actives have a fitted effect of over 40% in size
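Luminescence read-out after 8 min at room temperature; enzyme reaction used luciferin plus 10 uM ATP (linear range) in imidazole buffer pH 7.2 with KCl, MgCl2, Tween 20 and BSA. Each sample was run as a titration.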
HADH2 inh: HADH2 (human) dehydrogenase inhibition. Potency, µM (highest dose often 57.1 µM), inactives show top-dose activity change, negative = inhibition, usual class: inhibitors. recombinant HADH2, NADH fluorescence, beta-hydroxybutyryl-CoA. AID 886. 73,000 tested, 3.4% active. Q99714; note: potency is the fitted concentration of half-maximal effect; % is set by controls: 0 for no effect and ±100 for the full control effect; nearly all actives have a fitted effect of over 60% in size; many of its hits are not listed in these tables
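Buffer 100 mM Tris-HCl pH 9.0/0.01% Tween-20; HADH2 20 nM; NAD+ 1 mM; beta-hydroxybutyryl-CoA 90 uM (all final). 15 min cpd preincubation, RT.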
Rhodamine autofl: compound fluoresces in the rhodamine spectral region; Rhodamine-region fluorescence, 547/598 nm, Tris buffer; stronger effect = higher value; max dye-equivalent concentration, M; 59,000 tested, 0.05% active; in the data active = max dye-equivalent concentration above about 11 nM; inconclusive = between about 1.1 nM and that limit
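Compound fluorescence in 100 mM Tris, pH 8.0, read after 15 min at room temperature with 547 nm excitation and 598 nm emission. Output is dye-equivalent concentration from an on-plate rhodamine standard series.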
USP2a inhib: inhibitors of human ubiquitin-specific protease USP2a. O75604. USP2a enzymatic assay, qHTS inhibition. Potency, µM (series often up to 38.3 µM), inactives show at the top dose activity change, negative = inhibition, usual class: inhibitors. 60,000 tested, 0.1% active. AID 927;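 note: potency is the fitted concentration of half-maximal effect; nearly all actives have a fitted effect of over 60% in size; plate controls were DMSO for no effect and NEM full inhibition control for full effect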
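Coupled readout: USP2-cleaved Ub-PLA2 (20nM final) turns over NBD C6-HPC (20uM final), Ex 460nm/Em 535nm after 2.5 h, time-zero read flagging artifacts. Enzyme (20nM final, pH 8.0 Tris) given 30 min RT with compound first; NEM defines full inhibition.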
HEK293 cAMP cs: raises cAMP in parental HEK293 cells, TSHR agonist counter-screen; parental HEK293 CNG cAMP sensor, membrane potential fluorescence; Potency, µM (top dose mostly 57.1 µM), inactives show at the highest dose activation, usual class: activators; 73,000 tested, 2.5% active; AID 938; note: potency is the fitted concentration of half-maximal effect; % of control where 0% means no effect; nearly all actives have a fitted effect of over 55% in size
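Counterscreen for endogenous-receptor signalling: CNG-channel HEK 293 cells report cAMP rise by membrane depolarization. After 60 min dye equilibration with 100 uM RO 20-1724, compounds incubated 30 min before bottom-read fluorescence at 590 nm.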
Casp1 inh: blocks human caspase-1 allosterically or competitively; P29466; Caspase-1 enzyme, Ac-WEHD-AFC fluorogenic rate; Potency, µM (highest dose often 57.5 µM), for inactives: at the top dose activity change, negative = inhibition, most hits filed as inhibitors; 75,000 tested, 0.03% active; AID 900;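 note: potency is the fitted concentration of half-maximal effect; plate controls were vehicle for no effect and no substrate for full effect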
Texas Red fluor: compounds fluorescent in Texas Red spectral region; Compound fluorescence, Texas Red channel, 547/618 nm; stronger effect = higher value; max dye-equivalent concentration, M; 59,000 tested, 0.06% active; AID 587; in the data active = max dye-equivalent concentration above about 10 nM; inconclusive = between about 1.1 nM and that limit
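Dye-equivalent concentrations come from scaling compound signal (ex 547, em 618 nm) to six Texas Red standard concentrations run on every plate, after 15 min room-temperature incubation in pH 8.0 Tris (100 mM).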
Starred values were filed as active, the others as inactive; i = inactive; ? = inconclusive; . = no result given; [ ] = another dose, or the depositor's remark. Unless noted, calls come from the whole dose curve; as a rule, active = well fitted curve in the direction sought with a large enough effect; inconclusive = small, poorly fitted or top-dose-only effect, or another doubt; inactive = no such curve, though single readings can be large; an effect the other way counts as inactive or inconclusive. These rows are one share of the data (hit frequency here may not be typical).

SMILES	Fluorescein autfl	Tau fil binding	Caspase-7 inhib	ERK AVP block	Luciferase inh	HADH2 inh	Rhodamine autofl	USP2a inhib	HEK293 cAMP cs	Casp1 inh	Texas Red fluor
COc1ccc(C2C(C(=O)N3CCCC3)c3cc(OC)c(OC)cc3C(=O)N2C)cc1OC (configuration not stated)	?	-7%	1%	16%	1%	0%	i	3%	3%	1%	i
CC(O)CN(Cc1cccc(Cl)c1)CC(C)O (configuration not stated)	i	9%	1%	-26%	0%	9%	i	1%	?	-1%	i
Cc1c(CNC(=O)c2cnn3c2NC(c2ccc(Br)cc2)CC3C(F)(F)F)cnn1C (configuration not stated)	i	14%	-2%	?	1%	3%	i	50%[activator]	-10%	-3%	?
Cc1cc(C)cc(C#CC2C=CC(Oc3ccc(C4CCCC4)cc3)C(CO)O2)c1 (configuration not stated)	.	.	0%[11.5 µM]	4%[11.5 µM]	.	11%[11.4 µM]	.	.	17%[11.4 µM]	0%[11.5 µM]	.
CCn1c(=O)[nH]c2cc(C(=O)N3CCN(c4ccccc4)CC3)ccc2c1=O	i	2%	-2%	4%	2%	3%	i	8%	5%	1%	i
CN(C)c1ccc(S(=O)(=O)c2ccc(Cl)cc2)cc1	.	74%	2%	26%	3%	?	.	1%	11%	-3%	.
COc1ccc(C(=O)Nc2oc(-c3ccccc3)c(-c3ccccc3)c2C#N)cc1OC	i	136%	-8%	10%	2%	-143%	i	24%	22%	-5%	i
Cc1ccc(S(=O)(=O)N2CCOCC2)cc1C(=O)OCC(=O)N1CCc2ccccc2C1	i	2%	-5%	11%	-14%	3%	i	15%	8%	-2%	?
CCCOc1cccc(C2/C(=C(/O)c3ccncc3)C(=O)C(=O)N2CCCN(C)C)c1 (configuration not stated)	i	2%	0%	-6%	1%	-16%	i	-11%	-6%	1%	i
CCCOc1ccc(-c2nc(C#N)c(N3CCN(CC)CC3)o2)cc1	i	59%	-1%	-24%	-2%	?	i	24%	31%	-1%	i
CCC(=O)N1CCc2cc(S(=O)(=O)CCC(=O)Nc3c(C)n(C)n(-c4ccccc4)c3=O)ccc21	i	-24%	1%	-10%	3%	2%	i	1%	4%	3%	i
CC(=O)Nc1ccccc1C(=O)N1CC(C)OC(C)C1 (configuration not stated)	i	1%	2%	2%	1%	-8%	i	.	7%	0%	?
CC(C)=CCC/C(C)=C/CO	i	10%[11.4 µM]	2%[11.5 µM]	-15%[11.5 µM]	1%[11.4 µM]	7%[11.4 µM]	i	-14%	6%[11.4 µM]	-1%[11.5 µM]	i
CCCCCCCCCCCCC/C=C\[C@@H](O)[C@@H](N)CO	.	32µM*	4%	5%	1%	-7%	.	24%	5%	-4%	.
CCN=C1Cn2c(nc3scc(-c4ccccc4)c3c2=O)CN1CC	?	6%	-12%	-14%	1%	1%	i	18%	-12%	-7%	?
C/C=C/Cn1c(N2CCCCCC2)nc2c1c(=O)[nH]c(=O)n2C	i	-8%	0%	?	0%	-3%	i	-8%	16%	-3%	i
O=C1CC(N2CCN(S(=O)(=O)c3ccc(Cl)cc3)CC2)C(=O)N1CCc1ccccc1 (configuration not stated)	i	-4%	-7%	-17%	6%	17%	i	20%	-5%	0%	i
Nc1ccc(S(=O)(=O)NCc2nccs2)cc1	i	-4%[11.4 µM]	1%[11.5 µM]	8%[11.5 µM]	4%[11.4 µM]	4%[11.4 µM]	i	.	0%[11.4 µM]	-1%[11.5 µM]	i
CC(=N)C1=C(O)CC(C)(C)CC1=O	.	-10%	0%	-1%	0%	-2%	.	1%	2%	-1%	.
CO/N=C\[C@@H](OC)[C@H](C)/C=C\CC(=O)OC	.	.	1%[11.5 µM]	11%[11.5 µM]	1%[11.4 µM]	-2%[11.4 µM]	.	.	0%[11.4 µM]	1%[11.5 µM]	.
CC(=O)NC1(C2CCCCC2=O)CCCCC1 (configuration not stated)	.	3%	2%	0%	-2%	5%	.	2%	1%	0%	.
CC(=O)NC(Cc1c[nH]c2ccccc12)C(=O)Nc1ccc2c(c1)OCO2 (configuration not stated)	i	?	-1%	?	0%	-27%	i	12%	-3%	0%	i
COc1ccc(NC(=O)Nc2nccs2)cc1	i	-6%	-1%	-17%	13µM*	5%	i	2%	13%	1%	i
Nc1ncnc2nn([C@H]3O[C@@H](CO)[C@@H](O)[C@H]3O)nc12	i	7%[11.4 µM]	1%[11.5 µM]	-2%[11.5 µM]	2%[11.4 µM]	9%[11.4 µM]	i	.	4%[11.4 µM]	-8%[11.5 µM]	i
NC(=O)C1CCCN(C(=O)NC2CCCCC2)C1 (configuration not stated)	i	8%	2%	-13%	0%	-2%	i	-2%	6%	1%	?
O=S(=O)(Nc1ccc2c(c1)OCCO2)c1cccc2nsnc12	i	-18%	1%	-15%	-14%	-6%	i	4%	11%	-6%	i
C[Si](C)(C)Cl	.	12%	4%	19%	.	-10%	.	.	20%	1%	.
C/C(Cl)=C/Cn1c(NCCN(C)C)nc2c1c(=O)n(C)c(=O)n2C	i	-2%	1%	?	2%	4%	i	0%	12%	-1%	?
COc1ccc(CN[C@H](C)C(=O)O)cc1	i	-5%[11.4 µM]	3%[11.5 µM]	5%[11.5 µM]	2%[11.4 µM]	6%[11.4 µM]	i	.	2%[11.4 µM]	-6%[11.5 µM]	i
Clc1ccc(-c2nnc(SCc3cn4ccsc4n3)n2CC2CCCO2)cc1 (configuration not stated)	i	-16%	-1%	26%	1%	8%	i	-1%	11%	2%	i
CC(=O)NC(CC(=O)Nc1ccc(S(=O)(=O)N2CCCC2)cc1)c1ccccc1 (configuration not stated)	?	60%	-1%	5%	-2%	11%	i	1%	-11%	1%	?
COCCNC(=O)CN1CCC(NC(=O)Nc2ccccc2)CC1	?	-6%	1%	-4%	-3%	11%	i	-9%	-8%	-1%	i
O=C(O)CNc1ccc(C(=O)O)cc1	i	0%[11.4 µM]	0%[11.5 µM]	5%[11.5 µM]	1%[11.4 µM]	2%[11.4 µM]	i	.	9%[11.4 µM]	-2%[11.5 µM]	i
O=C(CSc1ncn(-c2ccccc2)n1)N1CCN(c2ccccc2)CC1	i	-6%	-2%	-22%	3%	?	i	9%	13%	-1%	i
Cc1ccc(S(=O)(=O)NC(=O)Nc2ncn[nH]2)cc1	?	-2%[11.4 µM]	0%[11.5 µM]	-5%[11.5 µM]	3%[11.4 µM]	-4%[11.4 µM]	i	.	7%[11.4 µM]	0%[11.5 µM]	i
CC(C)CC(/C(O)=C(\C#N)c1nc2ccccc2[nH]1)N1C(=O)c2ccccc2C1=O (configuration not stated)	.	13µM*	-2%	?	3%	-5%	.	38%[activator]	-20%	-5%	.
NC(=O)CSc1nc2c(sc3ccccc32)c(=O)n1CCCN1CCOCC1	i	22%	-2%	13%	-3%	-16%	i	-2%	3%	4%	i
Cc1noc(NS(=O)(=O)c2ccc(NC(=O)c3ccc(Br)o3)cc2)c1C	i	-2%	0%	-5%	1%	-7%	i	-1%	4%	1%	i
COc1ccc(C2C3=C(CCCC3=O)Nc3nc(C(F)(F)F)nn32)cc1OC (configuration not stated)	i	7%	-2%	29%	-1%	-27%	i	6%	-1%	0%	i
O=C(NC1CCCC1)c1cc(-c2cccs2)on1	i	4%	1%	0%	?	-11%	i	4%	26%	-1%	i
CCOC(=O)CC1C(=O)NCCN1C(=O)COc1ccc(Br)cc1C (configuration not stated)	?	-2%	2%	-10%	0%	10%	i	2%	3%	0%	?
Fc1cccc2sc(N3CCCCC3)nc12	?	3%	0%	13%	-24%	0%	i	-9%	?	3%	?
O=C(c1cc2ccccc2o1)N1CCN=C1SCc1cccc(F)c1	.	56%	-3%	-12%	0%	6%	.	.	11%	-3%	.
CC(=O)c1ccccc1Oc1nc(CN2CCOCC2)nc2scc(-c3cccs3)c12	i	-22%	?	-14%	0%	-15%	i	51%[activator]	?	?	i
Cc1sc2nc(CN(Cc3cccs3)C(=O)NC3CCCCC3)[nH]c(=O)c2c1C	i	216%	-6%	-17%	-2%	15%	i	39%[activator]	?	0%	?
CCCn1c(=O)c2c(ncn2C)n(CCC)c1=O	?	-9%	0%	-20%	-6%	?	i	2%	20%	6%	?
CCOc1ccc(C(C)(C)C)cc1S(=O)(=O)N1CC(C)OC(C)C1 (configuration not stated)	i	-5%	-1%	5%	2%	?	i	3%	5%	0%	i
O=C(COc1ccc(S(=O)(=O)NC2CCCCC2)cc1)NCC1CCCO1 (configuration not stated)	i	-1%	1%	-12%	-1%	8%	i	0%	-3%	-1%	i
CC(C)OCCCNC(=O)c1ccc(NS(C)(=O)=O)cc1	i	0%	1%	-4%	0%	-5%	i	1%	1%	0%	?
COc1cc(SC)ccc1C(=O)Nc1ccc(S(=O)(=O)N2CCCC2)cc1	.	359%	-3%	-20%	1%	-6%	.	6%	7%	-3%	.
CCOC(=O)Cc1c(C)c2c(C)nn(-c3ccccc3)c2oc1=O	i	15%	-2%	-14%	1%	-2%	i	1%	?	0%	i
